# Tb hexokinase: T. brucei hexokinase 1 inhibition; recombinant TbHK1, G6PDH-coupled NADH A340; AID 1430; inhibition, % at 10 µM; 220,000 tested, 0.11% active;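 active = inhibition of 50% or more in the single-dose primary screen; inactive = inhibition below 50%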
# Thrombin inh: blocks human thrombin protease activity. P00734. inhibition, % at 5 µM. alpha-thrombin, Boc-VPR-AMC fluorogenic substrate cleavage. 220,000 tested, 0.26% active;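 active = inhibition at or above 40%; inactive = inhibition below 40%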;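 note: 0% = enzyme with no compound and 100% = wells without enzyme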
#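 System – human alpha-thrombin · Medium – pH 7.5 Tris (50 mM) with NaCl 150 mM, Tween 20 0.05% · Compound – single-point dosing at 5 µM, 0.2% DMSO · Incubation – enzyme reaction carried out at room temperature · Technique – fluorescence of released AMC, ex 355 nm, em 460 nm · Read-out basis – % inhibition of thrombin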
# PPC-1+TRAIL kill: kills PPC-1 cancer cells in the presence of TRAIL; PPC-1 cells + TRAIL, ATPLite viability luminescence; cell killing (% activity), % at 4 µM; 220,000 tested, 0.41% active; AID 1443;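 active = cell killing above 50% in the first pass at 4 µM, then a duplicate retest at 5 µM averaging 50% or more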;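 note: plate controls were cells with TRAIL plus DMSO for no effect and medium-only wells lacking cells for full effect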
# KCC2 mod: modulators of human KCC2 chloride dependent transport. Q9H2X9. KCC2 cells, thallium flux FluoZin-2 fluorescence. 190,000 tested, 2.2% active. B-score of Tl+ flux slope (higher = more flux/activation; lower = inhibition) at 10 µM;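 active = thallium flux slope and its plate-corrected score both differing from the plate sample mean at a set confidence after two filtering rounds, in either direction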;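 note: slope of fluorescence scaled to starting intensity during 10 to 20 s after thallium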
# TRPN1 ag: zebrafish TRPN1 (NompC) channel agonism | 220,000 tested, 0.18% active | activation, % at 3 µM | HEK293 zebrafish TRPN1-YFP, Fluo-8 calcium fluorescence; 100% = response to 87 µM carbachol;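 active = activation above its plate's cutoff, the mean activation of test wells on that plate plus 3 SD, cut at about 19% in these data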;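 note: 0% = DMSO alone and 100% = 87 µM carbachol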
#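 Assay system: Zebrafish TRPN1-YFP in HEK293 cells | Incubation: Dye loading 1 h at 37 °C, then 30 min room temperature | Measured by: Kinetic Fluo-8 fluorescence, ex 470-495, em 515-575 nm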
# Furin inhibitor: blocks human furin protease activity | 220,000 tested, 0.061% active | purified furin, fluorogenic substrate cleavage | inhibition, % at 30 µM | P09958; in the data active = inhibition above about 25%; note: inactives centre near -15
# Target sequence (P09958 108-714 limits assumed): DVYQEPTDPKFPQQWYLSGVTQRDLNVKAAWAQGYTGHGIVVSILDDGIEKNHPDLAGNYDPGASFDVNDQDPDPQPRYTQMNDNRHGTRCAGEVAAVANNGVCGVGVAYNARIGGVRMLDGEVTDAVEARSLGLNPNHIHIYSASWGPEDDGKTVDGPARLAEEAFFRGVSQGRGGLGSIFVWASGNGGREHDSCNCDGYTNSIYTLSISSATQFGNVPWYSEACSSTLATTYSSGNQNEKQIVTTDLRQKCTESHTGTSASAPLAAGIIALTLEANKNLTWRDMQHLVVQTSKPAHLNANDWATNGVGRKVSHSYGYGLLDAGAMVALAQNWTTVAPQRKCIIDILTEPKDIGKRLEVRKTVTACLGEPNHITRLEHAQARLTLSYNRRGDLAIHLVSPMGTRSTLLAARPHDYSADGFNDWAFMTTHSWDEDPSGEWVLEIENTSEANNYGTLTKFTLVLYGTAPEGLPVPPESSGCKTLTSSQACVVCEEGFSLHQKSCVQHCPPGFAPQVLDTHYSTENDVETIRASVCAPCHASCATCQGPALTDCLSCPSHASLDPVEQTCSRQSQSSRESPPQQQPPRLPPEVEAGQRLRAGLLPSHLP
# EBV gp42 inh: inhibitors of Epstein-Barr virus glycoprotein 42. Q1HVG2. Fluorescence polarization binding assay, mP read-out. inhibition, % (tested at 21.74 µM). 220,000 tested, 0.42% active. AID 1085; in the data active = inhibition above about 50%
# Target sequence (Q1HVG2 whole entry, looked up): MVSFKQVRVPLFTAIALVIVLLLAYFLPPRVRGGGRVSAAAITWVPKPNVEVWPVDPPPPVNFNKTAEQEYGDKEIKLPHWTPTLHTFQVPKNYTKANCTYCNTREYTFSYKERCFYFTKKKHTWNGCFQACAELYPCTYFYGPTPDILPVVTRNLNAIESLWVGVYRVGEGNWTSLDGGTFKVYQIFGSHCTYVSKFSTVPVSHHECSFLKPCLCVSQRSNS
# m-calpain inh: blocks pig calpain II enzyme activity; purified calpain II, fluorogenic peptide substrate, 30 min; inhibition, % at 16 µM; 220,000 tested, 0.37% active; AID 1236;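 active = inhibition above about 50%, limit read from the data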
# TRPML3 ag: activates the human TRPML3 channel. HEK293 TRPML3-YFP, Fluo-8 calcium fluorescence; 100% = the carbachol control signal. activation, % at 3 µM. 220,000 tested, 0.29% active. AID 1448;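 active = activation above its plate's cutoff, the mean activation of the plate's test wells plus 3 SD, cut at about 12% in these data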;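 note: 0% = DMSO only wells and 100% = carbachol wells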
#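 Material: TRPML3-YFP stable HEK293 cells | Dosing: One concentration, 3 µM nominal, 0.3% DMSO | Timing: 125 s total fluorescence read per well | Technique: Fluo-8 calcium dye fluorescence, ex 470-495, em 515-575 nm | Measure: Percent activation from peak-to-basal fluorescence ratio, scaled between DMSO and carbachol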
# An asterisk follows results filed as active; . = not tested or not shown; [ ] = dose if it differs, or a comment.
SMILES,Tb hexokinase,Thrombin inh,PPC-1+TRAIL kill,KCC2 mod,TRPN1 ag,Furin inhibitor,EBV gp42 inh,m-calpain inh,TRPML3 ag
CCC(C)N(C(=O)COC(=O)C1C(C(=O)OC)=C(C)NC(C)=C1C(=O)OC)C1CCS(=O)(=O)C1 (centres undefined),-10,-4,4,0.42,0.8,-17,-1,-79,1.1
CCOC(=O)c1cccc(NC(=O)CSc2nnc(COc3ccccc3)n2CC)c1,5,0,0,-0.27,-1.9,-20,-21,9,-1.1
COc1cccc(-c2nc(C(N)=O)c3[nH]c(=O)n(-c4ccccc4)c3n2)c1OC,-4,-4,18,0.31,-0.2,-15,-1,8,0.7
N=C1/C(=C\c2coc3ccccc3c2=O)C(=O)N=C2SC=CN12,-20,1,6,.,176*,-19,47,4,66*
CN1OCC(S(=O)(=O)c2ccccc2)C1c1ccccc1 (centres undefined),-4,0,21,-0.89,1.1,-22,11,-16,0.6
CN1CCC(OC(=O)COc2ccc(Br)cc2)CC1,5,-5,-14,0.54,1.4,-13,-7,0,1.4
COc1cc(NC(=O)C2=C(N3CCOCC3)/C(=C\c3ccc(Br)cc3)CC2)cc(OC)c1OC,-8,1,16,1.3,-1.4,3,0,-39,-0.3
O=C(O)c1cc(=O)c2cc(Cl)ccc2o1,-5,-1,25,-0.005,-1.0,-14[20 µM],-2,-32,0.9
Cn1c(=O)oc2cc(S(=O)(=O)NCCC(=O)Nc3ccc4c(c3)OCCO4)ccc21,-6,-3,11,0.66,1.6,-14,-10,-18,1.2
Cc1cc(C)cc(C(=O)N(NC(=O)Nc2ccc(Cl)cc2)C(C)(C)C)c1,-1,-6,9,0.74,7.0,-15[20 µM],4,21,1.4
O=C(CCNS(=O)(=O)c1cccs1)Nc1nccs1,1,-6,-6,.,-0.2,-30,-6,16,1.0
CN1/C(=C\C=[N+](C)c2ccccc2)C(C)(C)c2ccccc21,-16,2,27,.,0.7,-1[20 µM],-22,-27,0.6
Cc1ccc(NCN2C(=O)C3C4CCC(C4)C3C2=O)cc1 (centres undefined),2,-6,24,-0.0044,1.3,-8[20 µM],-8,-3,-0.3
COc1cc(/C=N/NS(=O)(=O)c2ccc(C)cc2)ccc1OCc1cccc(C(=O)O)c1,-6,-9,7,-1.3,-0.2,-21,-14,-9,0.1
O=C(NC1CCCCC1)C(c1ccco1)N(C(=O)C(F)(F)F)C1CC1 (centres undefined),2,-2,9,0.18,0.3,-7[20 µM],-7,-6,-0.3
O=C(Cn1c(-c2ccccc2)c[n+]2ccsc12)c1ccccc1,1,-1,1,0.84,1.1,-17,1,-5,0.5
O=C(O)C1CC=CCC1C(=O)N1CCc2ccccc21 (centres undefined),6,-2,15,-0.32,1.8,-11[20 µM],-7,12,0.5
COC(=O)c1ccc2c(=O)n(CC3CCCO3)c(SCC(=O)Nc3ccc(OC)cc3OC)nc2c1 (centres undefined),-9,1,13,1.1,-0.2,-16,-17,24,0.8
CCn1c(SCC(=O)NCC(=O)Nc2ccc(F)cc2)nnc1-c1cccs1,0,-5,3,-0.77,0.3,-24,5,1,0.5
CC(C)Oc1ccc(C2CCC(=O)NC2=O)cc1 (centres undefined),3,-6,5,0.29,0.9,-19,-1,2,0.9
O=C(CCN1C(=O)C2C3C=CC(C4CC34)C2C1=O)Oc1cccc2cccnc12 (centres undefined),-3,-3,4,-1.3,2.1,-21[20 µM],-22,-13,1.3
Cc1cc(C)c(NS(=O)(=O)c2ccc(NC(=O)CCC(=O)O)cc2)c(C)c1,-3,0,36,-0.051,0.2,-7,2,2,0.6
CCN1C(=O)CC(N2CCN(c3ccc(C(=O)c4ccccc4)cc3)CC2)C1=O (centres undefined),-38,4,-4,2.4,4.2,-8[20 µM],-4,12,1.9
Cc1cc(C(=O)COC(=O)CNS(=O)(=O)c2ccc3ccccc3c2)c(C)n1-c1ccccc1,5,-3,17,-0.31,-1.0,-18,2,0,0.3
CC(=O)Nc1cccc(N2CCCC2=O)c1,1,-1,8,.,0.4,-19[20 µM],0,-40,0.4
c1csc(C2=NNC(=NC3CCCCC3)SC2)c1,-21,-10,24,0.052,0.4,-6,-29,21,0.8
Cc1cc(C)cc(OCC(O)CN2CCN(Cc3ccc4c(c3)OCO4)CC2)c1 (centres undefined),2,-9,10,-0.56,1.8,-20,-1,7,1.3
[N-]=[N+]=CC(=O)CCCN1C(=O)c2ccccc2C1=O,2,-6,-4,0.00045,1.2,-12,2,27,0.9
COc1ccc2nc(N3C(=O)CNC3=S)sc2c1,-42,5,35,3.6,3.7,-5,-13,5,1.6
CNC(=S)N/N=C/c1cn(CCOc2ccc(OC)cc2)c2ccccc12,-33,-6,-16,0.29,-0.2,-2,-36,-24,-0.9
Cc1n[nH]c(=O)nc1NC1CCCCC1,2,-6,-4,0.22,1.4,-15[20 µM],1,-6,0.7
Cc1cc(C(C#N)c2ccccc2F)n2ncnc2n1 (centres undefined),-24,-9,10,-0.95,-1.2,-6,10,-5,-0.1
Cc1cc(NC(=O)COC(=O)COc2ccc(Cl)cc2C)c([N+](=O)[O-])cc1C,-3,2,17,-0.39,0.7,-21,-1,-4,0.9
CCN(CC)c1ccc(NC(=O)COc2ccc(N(C)S(=O)(=O)c3cccs3)cc2)cc1,-1,-4,4,-0.18,-1.1,-26,-7,11,14*
Cc1ccccc1OCc1nc(-c2ccc(NC(=O)c3cccs3)cc2)no1,27,-13,29,-0.052,1.0,-13,-6,-61,0.9
Cc1ccc(-c2nnn(CC(=O)N(CC(=O)NCc3ccccc3)c3cccc(C)c3C)n2)o1,46,2,10,.,-0.9,-11,-22,-3,-1.1
Cc1noc(C)c1S(=O)(=O)NCCc1ccc(S(N)(=O)=O)cc1,0,-1,9,2.1,2.4,-28,-17,-19,-0.2
N[C@@H](Cc1ccccc1)c1nnc(SCc2ccccc2F)o1,-5,1,.,-1.2,0.1,-26,-14,22,-0.9
Cc1ccc(S(=O)(=O)C2(C(=O)N3CCN(c4cc(C)ccc4C)CC3)CC2)cc1,-10,-6,0,-1.3,-2.9,-12,1,-22,-0.7
COc1ccc(NS(=O)(=O)c2cc(NC(=O)c3ccc(=O)[nH]c3)ccc2N2CCOCC2)cc1,-1,-1,19,0.68,0.7,-15,2,-45,1.3
C/C(=N\N=C1\NC(=O)C(CC(=O)Nc2ccc(Cl)cc2)S1)c1ccco1 (centres undefined),-27,-3,37,0.16,1.2,-21,0,-4,1.4
COc1ccc(/C=C/C(=O)NC(=S)Nc2ccc(S(=O)(=O)Nc3ccc(OC)nn3)cc2)cc1,-21,-12,4,-0.45,-0.2,-4,-5,-37,0.1
Cc1ccccc1N1CCN(C(=S)c2ccc(-c3ccc([N+](=O)[O-])cc3)o2)CC1,-18,-4,28,-0.023,-0.8,-12,-25,-28,0.3
CC(C)Nc1ccc(Cl)cc1[N+](=O)[O-],-11,-6,21,-1.4,-0.6,-7,-23,5,-0.3
O=C(NCc1nc(-c2ccccc2)no1)c1ccc(Br)o1,4,2,3,0.57,-0.6,-29[20 µM],-6,-18,-0.7
O=C(O)c1ccccc1OCc1ccccc1Br,-2,-16,9,-0.26,-3.5,-10,-8,-2,0.7
NC(=O)CSc1nnc(-c2ccc([N+](=O)[O-])cc2)o1,-13,-8,12,1.1,1.2,-17,-18,-13,1.0
O=C(Nc1ccncc1)Nc1ccncc1,3,-8,9,.,2.0,-19,-18,-24,1.1
COc1ccc(CSCC(=O)N/N=C/c2ccc(OCC(=O)N3CCCCC3)cc2)cc1,-1,0,7,-0.71,-0.3,-23[20 µM],-44,15,0.1
COC(=O)COc1ccc(Oc2nc(SC)nc(N(C)C)n2)nn1,16,4,7,-0.022,0.5,-10,-4,-46,-0.2
O=C(Nc1cccc(NC(=O)C2CC2)n1)C1CC1,2,0,16,0.33,-0.6,-28,5,-16,1.1
CCCS(=O)(=O)n1nc(-c2ccccc2)cc1N,-11,-3,26,.,-0.8,-7,1,-2,0.0
Cc1ccc(CNC(=O)c2ccccc2CCc2ccccc2)cc1,5,-3,-16,.,-0.3,-12[20 µM],-3,-21,-1.3
CC(=O)NCCCNS(=O)(=O)c1ccc(C)cc1,-16,-9,11,.,-0.7,-28,-6,-31,0.2
Cc1cccc(C)c1NC(=O)CCCSc1nnc(N)s1,0,-2,2,0.92,-1.2,-19,-19,4,0.7
CCCCN=C1NC(=O)C(CC(=O)Nc2ccc(Cl)cc2)S1 (centres undefined),-4,-2,9,-1.5,-0.9,-3[20 µM],-34,4,0.8
COP(=O)(OC)c1nc(-c2ccccc2)oc1N1CCOCC1,23,-6,22,0.038,0.5,-15,5,-225,0.1
CCN(CC)c1nc(N(CC)CC)[nH]c(=O)n1,-2,.,.,0.93,-0.2,-11[20 µM],.,.,0.0
COC(=O)Nc1ccc(S(=O)(=O)N(CCO)CC(F)(F)C(F)F)cc1,0,-4,2,1.5,0.5,-24,3,10,0.5
C=CCSc1nnnn1-c1ccc(OC)cc1,-4,11,-3,-0.24,-0.8,-24[20 µM],-10,14,1.8
# (more compounds)
SMILES,Tb hexokinase,Thrombin inh,PPC-1+TRAIL kill,KCC2 mod,TRPN1 ag,Furin inhibitor,EBV gp42 inh,m-calpain inh,TRPML3 ag
CC(C)(C)NC(=O)C1N(c2cccnc2)C(=O)C2C(C(=O)Nc3ccccc3)C3(C)C=CC21O3 (centres undefined),5,9,9,1.3,-0.9,1,-3,-22,0.9
CCCCN1C(=O)C(O)(CC(=O)c2c(C)n[nH]c2C)c2cc(Br)ccc21 (centres undefined),-6,3,1,.,0.0,-17,-1,-14,-0.1
CN(CCOCCOc1ccc(Cl)cc1Br)Cc1ccccc1,1,-4,10,0.41,0.2,-11,-6,2,0.0
COc1cc(C#N)ccc1OCC(=O)NCc1cccs1,-2,-7,-14,0.57,2.5,-3,-8,-11,1.7
Cc1cc(C(=O)N/N=C/c2c[nH]c3ccccc23)c(C)o1,-30,1,10,-0.61,0.2,-18,1,29,0.4
COc1ccc(NC(=O)CSc2nnc(-c3cccnc3)n2C)cc1,5,3,2,0.93,0.6,-17,-5,14,0.3
CC1(C)CC(=O)C(C=NCCN2CCN(C(=O)c3ccccc3)CC2)=C(O)C1,4,1,2,.,0.6,-21,-4,-1,0.6

# Gathered by group: the entries above containing a tert-butyl group.
SMILES,Tb hexokinase,Thrombin inh,PPC-1+TRAIL kill,KCC2 mod,TRPN1 ag,Furin inhibitor,EBV gp42 inh,m-calpain inh,TRPML3 ag
Cc1cc(C)cc(C(=O)N(NC(=O)Nc2ccc(Cl)cc2)C(C)(C)C)c1,-1,-6,9,0.74,7.0,-15[20 µM],4,21,1.4
CC(C)(C)NC(=O)C1N(c2cccnc2)C(=O)C2C(C(=O)Nc3ccccc3)C3(C)C=CC21O3 (centres undefined),5,9,9,1.3,-0.9,1,-3,-22,0.9

# 3 compounds from above, ordered by formula weight, lowest first:
SMILES,Tb hexokinase,Thrombin inh,PPC-1+TRAIL kill,KCC2 mod,TRPN1 ag,Furin inhibitor,EBV gp42 inh,m-calpain inh,TRPML3 ag
CC1(C)CC(=O)C(C=NCCN2CCN(C(=O)c3ccccc3)CC2)=C(O)C1,4,1,2,.,0.6,-21,-4,-1,0.6
CN(CCOCCOc1ccc(Cl)cc1Br)Cc1ccccc1,1,-4,10,0.41,0.2,-11,-6,2,0.0
CCCCN1C(=O)C(O)(CC(=O)c2c(C)n[nH]c2C)c2cc(Br)ccc21 (centres undefined),-6,3,1,.,0.0,-17,-1,-14,-0.1

# Screening results deposited in PubChem by several laboratories.
